Bioassay records (PubChem)
RmlCD inh 1536 = M. tuberculosis RmlC/RmlD coupled enzyme inhibitors, primary screen, biochemical, compound mixtures, 384-well, from 1536-well plates; RmlC+RmlD coupled enzyme assay, percent inhibition; primary screen in compound mixtures; 0.03% of 160,000 active; dTDP-4-dehydrorhamnose reductase (Mycobacterium tuberculosis (strain ATCC 25618 / H37Rv)) …; inhibition, % at 3.6 µM; in the data active = inhibition mostly above about 34%, no sharp cut-off; also: some results filed as inactive read as strong as hits
Target sequence (P9WH09 whole entry, looked up): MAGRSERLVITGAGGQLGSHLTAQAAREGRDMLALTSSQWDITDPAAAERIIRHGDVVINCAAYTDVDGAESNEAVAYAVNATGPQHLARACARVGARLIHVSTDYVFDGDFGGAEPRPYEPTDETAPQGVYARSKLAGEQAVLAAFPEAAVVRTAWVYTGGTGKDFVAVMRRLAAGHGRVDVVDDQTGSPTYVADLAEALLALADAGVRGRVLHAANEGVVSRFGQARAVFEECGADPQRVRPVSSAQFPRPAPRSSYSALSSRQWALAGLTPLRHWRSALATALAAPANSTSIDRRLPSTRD
Target sequence (P9WH11 whole entry, looked up): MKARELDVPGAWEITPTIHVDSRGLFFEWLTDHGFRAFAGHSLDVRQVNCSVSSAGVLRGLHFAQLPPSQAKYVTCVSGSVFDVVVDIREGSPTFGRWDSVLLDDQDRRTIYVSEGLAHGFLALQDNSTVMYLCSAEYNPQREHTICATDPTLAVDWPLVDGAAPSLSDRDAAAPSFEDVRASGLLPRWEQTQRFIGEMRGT
M. tuberculosis GlmU = inhibition of mycobacterial GlmU enzyme – biochemical, glucosamine-1-phosphate acetyltransferase (AID 1376) | M. tuberculosis GlmU acetyltransferase enzyme assay; higher % means a stronger effect | inhibition, %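 (tested at 30 µM in the primary screen)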, or IC50 in µM where a hit was titrated | 0.25% of 220,000 active; in the data active = inhibition above about 13%;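 also: 0% = complete reaction with vehicle and 100% = reaction without substrate; strong numbers were not always called active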
An asterisk follows results filed as active; nt = not tested or not shown; & = joins results of further samples. The list is partial; count on the stated rates, not on these rows.

nr	molecule	RmlCD inh 1536	M. tuberculosis GlmU
1	CCOC(=O)NN1C(=O)c2ccccc2NC1c1ccc(OC)c(OC)c1 (stereo not given)	7	-1.1%
2	CCc1cc2c(NCCC(=O)O)ncnc2s1	5	4.9%
3	Cc1ccc2c(c1)N(Cc1cccc(Cl)c1)C(=O)c1cccnc1O2	nt	6.9%
4	COc1cc(C2/C(=C(/O)c3ccc(OCC(C)C)cc3)C(=O)C(=O)N2CCN(C)C)ccc1O (stereo not given)	nt	0.4%
5	NC(=S)NC1CC2C=CC1C2 (stereo not given)	-9	4.8%
6	CCNc1ccc2c(Cl)cc(=O)oc2c1	-16	nt
7	CCN(CC)S(=O)(=O)c1ccc(Cl)c(NC(=O)c2ccccc2C)c1	-2	1.6%
8	COc1ccc(/C(C)=N/NC(=O)CNC(=O)C2COc3ccccc3O2)c(OC)c1 (stereo not given)	14	-5.6%
9	CCOc1ccc2nc(SC(C)C(N)=O)[nH]c2c1 (stereo not given)	10	1.9%
10	CCN(CC)C(=O)C(=O)c1cc(C)n(-c2ccc(F)cc2)c1C	-4	2.5%
11	CCOC(=O)N1CCC(NC(=O)C(CC(C)C)NC(=O)C2CCCCC2)CC1 (stereo not given)	-4	1.4%
12	NC(=O)C1CCN(c2ccc(S(=O)(=O)N3CCCCC3)cn2)CC1	3	0.3%
13	CCOC(=O)/C(C#N)=C1/C=Cc2ccccc2N1CC	96	-2.0%
14	COc1ccc(CCN2C(=O)CC(N3CCN(c4ccccn4)CC3)C2=O)cc1OC (stereo not given)	-11	-6.0%
15	O=C(OCc1ccc2c(c1)OCO2)c1cccc(S(=O)(=O)N2CCCCC2)c1	-11	-3.1%
16	CC(Sc1nncn1C)C(=O)Nc1cc(C(F)(F)F)ccc1N1CCOCC1 (stereo not given)	6	8.1%
17	COc1ccc(C(=O)N=c2sc3c(C)ccc(OC)c3n2C)cc1	-4	-0.8%
18	O=C(C[n+]1cc(-c2ccccc2)n2c1CCC2)Nc1nc(-c2ccccc2)cs1	7	-13%
19	COc1ccc(C(=O)Nc2ccc(C(F)(F)F)n(C)c2=O)cc1	10	-4.9%
20	CC1NC(C)(C)Cc2c1ccc1ccccc21 (stereo not given)	11	-0.8%
21	CCOc1ccc(C(=O)Nc2cc(C)c3c(=O)oc4ccccc4c3n2)cc1	10	3.6%
22	CCC1CCC2(CC1)NC(CO)(CO)CO2 (stereo not given)	nt	0.7%
23	CCOc1ccc(CC(=O)NNC(=S)NC2CCCCC2)cc1OCC	2	3.6%
24	O=C(c1cc(-c2ccc(Cl)c(Cl)c2)on1)N1CCCC1	nt	-5.7%
25	CCC(c1nnnn1CS(=O)(=O)c1ccc(C)cc1)N1CCN(c2nc3ccccc3s2)CC1 (stereo not given)	-7	6.9%
26	CCCNC(=O)c1cc(S(=O)(=O)N2CCc3ccccc32)ccc1F	5	2.4%
27	CCOc1ccc(N(CC(=O)Nc2ccc3c(c2)OCCO3)S(=O)(=O)c2c(C)noc2C)cc1	nt	0.6%
28	Cc1cccc(Oc2nc(CN3CCOCC3)nc3sc4c(c23)CCCC4)c1	5	-0.7%
29	Cc1[nH]n(-c2ccccc2)c(=O)c1-c1cccc(Cl)c1	-10	-4.2%
30	O=C(Nc1ccccn1)c1ccc2c(c1)S(=O)(=O)c1ccccc1C2=O	-9	10%
31	COCCN(Cc1cc2cc3c(cc2[nH]c1=O)OCO3)C(=O)c1cccs1	nt	-0.1%
32	CN(c1ccc(C(=O)NCCSC(C)(C)C)cc1)S(=O)(=O)c1ccccc1	nt	-1.2%
33	C[C@@H]1CC=C[C@H]2[C@H]1C(=O)N(Cc1ccccc1)[C@H]2c1ccc(Br)cc1F	nt	-0.7%
34	CC(C)c1onc(C(=O)NC2CCCC2)c1[N+](=O)[O-]	8	-1.9%
35	O=C(O)CCC(=O)N1CCc2cc(S(=O)(=O)Nc3ccc4c(c3)OCCO4)ccc21	-2	-3.2%
36	CC1(C)NC(=O)N(CC(O)Cn2nnc3ccccc32)C1=O (stereo not given)	11	2.0%
37	Cc1ccc2c(c1)c(N=NC(N)=O)c(O)n2C	4	-8.8%
38	CCc1nc2ccc(C(=O)O)cc2nc1CC	5	3.6%
39	CN1CCCN(C(c2ccccc2)c2ccc(Cl)cc2)CC1 (stereo not given)	nt	-0.5%
40	CCC(C)Nc1nc2c(c(=O)[nH]c(=O)n2C)n1CCC(C)C (stereo not given)	-9	3.0%
41	Cc1ccc(-c2n[nH]c(=S)n2/N=C\c2ccco2)cc1	9	6.1%
42	c1ccc(-c2csc3ncnc(N4CCOCC4)c23)cc1	6	7.2%
43	CCOC(=O)c1c(NC(=O)c2ccnn2C)sc(C)c1C	nt	0.3%
44	CN1C2C=C3C(C#N)=C(N)C(C#N)(C#N)[C@@H](c4cccs4)C3C1CC2 (stereo not given in full)	3	-4.7%
45	CCOc1ccc(-c2nnc(-c3ccccc3)o2)cc1	nt	2.4%
46	Fc1ccccc1-c1nc(-c2cnccc2C(F)(F)F)no1	19	5.8%
47	Cc1ccc(S(=O)(=O)N2CCN(c3ccc([N+](=O)[O-])cn3)CC2)cc1	-3	1.3%
48	CCOc1ccc(S(=O)(=O)Nc2cccc(N(C)S(C)(=O)=O)c2)cc1	nt	-3.3%

Later entries
item	molecule	RmlCD inh 1536	M. tuberculosis GlmU
49	C/C=C1\COC(C(=O)NCc2cccc(OC)c2OC)(C(F)(F)F)C=C1C=C1CCCCC1 (stereo not given)	nt	2.0%
50	Cn1c(CN2CCOCC2)nc2cc(NC(=O)COc3ccc([N+](=O)[O-])cc3)ccc21	-13	6.3%
51	COCCOC(=O)C1=C(C)N=C2SCCC(=O)N2C1c1ccc(C(=O)OC)cc1 (stereo not given)	23	1.2%
52	O=C(Cn1cnc2ccccc2c1=O)NCCC(=O)N1CCC2(CC1)OCCO2	7	3.0%
53	O=C(N1CCOCC1)N1CCN(CC(O)COc2ccc3ccccc3c2)CC1 (stereo not given)	-6	2.8%
54	CCOc1ccc(N2C(=O)/C(=C/c3ccc(C)o3)N(C)C2=S)cc1	15	-0.4%
55	CCOc1ccc(Cn2c3ccc(OC)cc3c3nc4ccccc4nc32)cc1OC	7	-5.3%
56	CN(C)CCN1C(=O)C(=O)/C(=C(/O)c2ccc(S(=O)(=O)N3CCOCC3)cc2)C1c1ccccc1 (stereo not given)	nt	9.3%&-2.2%
57	C=C1CCN([C@H](C(=O)NCc2ccccc2)C(C)C)S(=O)(=O)c2ccccc21	nt	1.6%
58	CCCC(=O)N1CCN(c2ccc(NC(=O)c3cc4ccccc4o3)cc2)CC1	10	-0.7%
59	NNC(=O)COc1cccc(Oc2ccccc2)c1	5	-8.9%
60	Cc1cccn2c(=O)c(C=O)c(Sc3ncccn3)nc12	-57	-1.1%
61	COc1ccc(C(CNC(=O)c2ccc(C)c(S(=O)(=O)N3CCCCC3)c2)N(C)C)cc1OC (stereo not given)	9	-9.8%
62	CC12C(=O)N(c3cccc4cccnc34)C(=O)C1C1C=CC2C1 (stereo not given)	nt	0.9%
63	O=C(CSc1nnc(-c2ccncc2)o1)N1CCc2ccccc2C1	-8	5.8%
64	CCOC(=O)Nc1ccc(NC(=O)c2ccccc2F)cc1	-9	4.0%
65	CCCCn1c(N)c(N(CCC(C)C)C(=O)CSc2nnc3ccccn23)c(=O)[nH]c1=O	0	-1.7%
66	COc1cc(C2Nc3cc(Cl)c(S(N)(=O)=O)cc3S(=O)(=O)N2)ccc1OCc1ccccc1 (stereo not given)	nt	4.7%
67	C=CCn1cc([N+](=O)[O-])nc1C	0	-0.3%
68	CCCNS(=O)(=O)c1ccc(CCC(=O)N2CCCC2)cc1	15	-3.7%
69	O=C(c1ccc2c(c1)OCO2)C1CCCN(Cc2cccn2-c2cccnc2)C1 (stereo not given)	-10	2.5%
70	CCN(CC(=O)Nc1ccc(Br)c(C)c1)CC(=O)NC(C)C	4	-3.9%
71	O=C(c1ccco1)N1CCN(C(=O)N2CCCCC2)CC1	-10	1.4%
72	COc1ccc(-c2nn(-c3ccccc3)cc2/C=C(\C#N)S(=O)(=O)c2ccccc2)cc1OC	-14	2.2%
73	CC12CCC(C(=O)Nc3cccc4ccccc34)(C1Br)C2(C)C (stereo not given)	nt	3.1%
74	COc1ccc(CCC(C)Nc2ccccc2F)cc1 (stereo not given)	nt	9.0%
75	O=C(NC(=S)Nc1ccccc1O)c1ccccc1Cl	4	1.4%
76	O=C(NC1CC1)c1ccc2c(c1)C1C3CCC(C3)C1C(c1ccccc1)N2 (stereo not given)	nt	-3.1%
77	CCCCn1c(SCC(=O)Nc2sc3c(c2C(N)=O)CCC3)nnc1-c1ccccc1	nt	3.0%
78	O=C(O)CCCN(Cc1cccc(Br)c1)S(=O)(=O)c1ccc(Br)cc1	-4	-5.1%
79	CC(OC(=O)CN1C(=O)C2C3C=CC(C4CC34)C2C1=O)C(=O)c1ccccc1 (stereo not given)	-12	3.3%
80	O=C(NCCc1ccccc1)C(=O)NCc1ccncc1	nt	-0.3%
81	COc1ccc(/C=N/NC(=O)Nc2ccc3nsnc3c2)c(OC)c1	5	0.8%
82	Fc1ccccc1CNC(=S)Nc1cccc(C(F)(F)F)c1	-40	0.5%
83	O=C(O)c1cccnc1Sc1ccc(Cl)cc1	-2	-2.3%
84	COc1cc(C)c(S(=O)(=O)N2CCCC2)cc1C	nt	0.0%
85	O=C(O)CCc1ccc(-c2ccc(F)cc2)n1CC(=O)O	9	0.7%
86	CCCOc1ccc(-c2cnc(N)s2)cc1	-45	8.2%
87	CCOC(=O)c1cnc(SC)nc1Oc1cccc(NS(=O)(=O)c2ccccc2)c1	nt	-0.6%
88	CCOC(=O)c1cn(-c2c(Cl)cccc2Cl)c2cc(Cl)c([N+](=O)[O-])cc2c1=O	nt	2.7%
89	CC(C)CC1c2[nH]c3ccccc3c2CCN1C(=O)C1CCOCC1 (stereo not given)	7	0.8%
90	O=C(NCc1cccs1)c1ccccc1F	-7	0.9%
91	Fc1ccc(CCNC(=S)Nc2ccc(F)cc2)cc1	8	-0.2%
92	Cc1ccc(/C=N\NC(=O)c2cc(OCC(F)(F)F)ccc2OCC(F)(F)F)cc1	nt	1.4%
93	C=CCn1cn[nH]c1=S	nt	-1.5%
94	O=C1NCCN(Cc2ccoc2)C1CC(=O)N(Cc1ccccc1)CC1CCC1 (stereo not given)	nt	2.5%
95	O=C(CN1C(=O)c2ccc([N+](=O)[O-])cc2C1=O)NCc1ccco1	8	-1.5%
96	O=C(CN1CCN(c2ccccc2F)CC1)NC(=O)NCc1ccccc1	6	8.0%
97	COc1ccccc1-c1cc(C(F)(F)F)nc(S(=O)(=O)CCCC(=O)N2CCOCC2)n1	4	-3.6%
98	CSc1ccc(CN(C)CC(=O)NCc2ccccc2)cc1	-12	2.7%
99	COc1cccc(C(=O)Oc2ccccc2/C=C\C(=O)c2cc3ccccc3o2)c1	-8	0.4%
100	COc1ccc(CNS(=O)(=O)c2ccc(C3CNC(=O)C3)cc2)cc1 (stereo not given)	-1	4.4%
101	NC(=O)CSc1nnnn1-c1ccc(OC(F)(F)F)cc1	4	nt
102	Cc1c(C(N)=O)sc2nc(-c3ccccc3)cn12	nt	9.3%
103	CC(=O)Nc1ccc(NC(=O)CN(c2ccc(F)cc2)S(=O)(=O)c2ccc3c(c2)OCCO3)cc1	7	0.8%
104	CC(C)(C)C(=O)NCC12C=CC(O1)C1C(=O)N(c3ccccc3)C(=O)C12 (stereo not given)	nt	3.5%
105	CC(O)[C@H]1CNC(=S)N1CCc1cccc(F)c1 (stereo not given in full)	nt	1.5%
106	CS(=O)(=O)C1=NSC2=NC(=O)/C(=C\c3cccn3-c3ccc(Cl)cc3)C(=N)N21	1	2.2%

Structural class, the compounds so far containing a Cl atom
item	molecule	RmlCD inh 1536	M. tuberculosis GlmU
3	Cc1ccc2c(c1)N(Cc1cccc(Cl)c1)C(=O)c1cccnc1O2	nt	6.9%
6	CCNc1ccc2c(Cl)cc(=O)oc2c1	-16	nt
7	CCN(CC)S(=O)(=O)c1ccc(Cl)c(NC(=O)c2ccccc2C)c1	-2	1.6%
24	O=C(c1cc(-c2ccc(Cl)c(Cl)c2)on1)N1CCCC1	nt	-5.7%
29	Cc1[nH]n(-c2ccccc2)c(=O)c1-c1cccc(Cl)c1	-10	-4.2%
39	CN1CCCN(C(c2ccccc2)c2ccc(Cl)cc2)CC1 (stereo not given)	nt	-0.5%
66	COc1cc(C2Nc3cc(Cl)c(S(N)(=O)=O)cc3S(=O)(=O)N2)ccc1OCc1ccccc1 (stereo not given)	nt	4.7%
75	O=C(NC(=S)Nc1ccccc1O)c1ccccc1Cl	4	1.4%
83	O=C(O)c1cccnc1Sc1ccc(Cl)cc1	-2	-2.3%
88	CCOC(=O)c1cn(-c2c(Cl)cccc2Cl)c2cc(Cl)c([N+](=O)[O-])cc2c1=O	nt	2.7%
106	CS(=O)(=O)C1=NSC2=NC(=O)/C(=C\c3cccn3-c3ccc(Cl)cc3)C(=N)N21	1	2.2%
